PLK1 PBD block = blocks phosphopeptide binding to human PLK1 polo-box domain; P53350; Plk1 PBD binding of FITC phosphopeptide, fluorescence polarization; Potency, µM, for inactives: max response, negative = inhibition, hits mostly inhibitors; actives 2.8% (n = 360,000); further: potency means the concentration at half of the fitted maximal effect; series mostly up to about 57 µM; on the % scale 0 is the no-effect control and ±100 the full control effect; nearly all actives have a fitted effect of over 65% in size
FUS yeast rescue = FUS proteinopathy suppression in yeast; S. cerevisiae FUS-expressing, growth rescue, OD600, 24 h; Potency, µM (doses to about 76.6 µM), for inactives: at the highest dose growth rescue (activation), usual class: activators; actives 0.24% (n = 390,000);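 further: potency means the concentration at half of the fitted maximal effect; plate controls were DMSO vehicle for no effect and reference control for full effect; nearly all actives have a fitted effect of over 55% in size; some results filed as inactive show a strong effect at the top dose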
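Quantitative HTS measuring growth restoration of FUS-toxic yeast. Galactose-induced cells (OD 0.005) were exposed 24hr at 30C to compounds at several concentrations, then absorbance at 600 nm was recorded.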
EPAC1 antag = blocks human EPAC1 exchange factor; O95398; EPAC1 GEF assay, Rap1b-BODIPY-GDP exchange fluorescence; Potency, µM (titrated, usually from 115 µM), inactives show top-dose activity change, negative = inhibition, actives largely listed as inhibitors; actives 0.14% (n = 360,000); AID 720709;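 further: potency means the concentration at half of the fitted maximal effect; plate controls were vehicle for no effect and positive control for full effect; nearly all actives have a fitted effect of over 50% in size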
Target sequence (O95398 whole entry, looked up): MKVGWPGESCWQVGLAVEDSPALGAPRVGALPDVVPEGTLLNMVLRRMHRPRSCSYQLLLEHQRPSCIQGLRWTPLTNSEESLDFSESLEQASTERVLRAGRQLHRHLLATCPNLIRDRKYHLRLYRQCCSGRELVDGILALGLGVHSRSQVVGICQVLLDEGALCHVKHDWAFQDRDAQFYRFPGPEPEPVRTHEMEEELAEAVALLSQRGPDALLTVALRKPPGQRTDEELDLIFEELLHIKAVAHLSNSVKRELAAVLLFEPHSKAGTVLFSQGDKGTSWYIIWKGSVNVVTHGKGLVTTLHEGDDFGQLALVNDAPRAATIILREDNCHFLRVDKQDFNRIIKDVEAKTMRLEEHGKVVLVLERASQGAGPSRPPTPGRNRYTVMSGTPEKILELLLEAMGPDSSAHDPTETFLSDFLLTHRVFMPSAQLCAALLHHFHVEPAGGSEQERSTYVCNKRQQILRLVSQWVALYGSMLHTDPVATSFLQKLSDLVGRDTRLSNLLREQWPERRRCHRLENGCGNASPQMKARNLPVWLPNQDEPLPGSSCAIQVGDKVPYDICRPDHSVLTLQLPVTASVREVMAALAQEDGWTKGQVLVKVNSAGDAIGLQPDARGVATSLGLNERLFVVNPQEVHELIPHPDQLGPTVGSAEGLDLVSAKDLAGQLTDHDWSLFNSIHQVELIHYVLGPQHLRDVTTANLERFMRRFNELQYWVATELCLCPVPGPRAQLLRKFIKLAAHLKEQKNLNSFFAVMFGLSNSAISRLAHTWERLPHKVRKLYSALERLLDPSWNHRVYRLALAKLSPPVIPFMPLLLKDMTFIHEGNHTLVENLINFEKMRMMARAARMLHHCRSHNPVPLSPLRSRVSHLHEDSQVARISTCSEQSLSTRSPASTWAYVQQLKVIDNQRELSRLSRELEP
PI5P4Ka inh = PI5P4K alpha (human) kinase inhibition; P48426; PI5P4Kalpha enzyme, ADP-Glo luminescence, 60 min; stronger effect = lower value; max response, %; actives 1.2% (n = 330,000); active means max response of -50% or lower; inconclusive means between -30% and -50%; inactive means -30% or higher; further: value at the top dose of about 77 µM; on the % scale 0 is the no-effect control and ±100 the full control effect
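Compounds were pin-transferred onto PI5P4Kalpha and substrate in HEPES pH 7.4 buffer with EGTA, CHAPS and 5% DMSO. ATP (5 microM final) started the reaction, which ran 60 minutes at room temperature before ADP-Glo detection.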
IL2 activator = activates IL-2 in a cell-based reporter assay. IL-2 activation reporter assay, cell-based qHTS; stimulated with anti-CD3/CD4/CD28 beads; in transgenic mouse T cells. activation, % (series mostly up to about 46 µM). actives 0.065% (n = 360,000). AID 652025; in the data active means activation above about 50%; inconclusive means mostly about 30% to 49%; further: 0% is about no effect
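Readout is EGFP and DsRed signal by fluorescent plate cytometry after 18 h at 37 degrees C. Transgenic mouse T cells (750/well) received compound for 60 min before bead stimulation (anti-CD3, anti-CD4, anti-CD28); memory T cells served as non-tolerant control.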
Abeta yeast res = restores growth of yeast expressing A-beta42 peptide. yeast expressing A-beta42, growth rescue, OD600, 48 h; response scale: 0% DMSO, 100% iron-clioquinol control. Potency, µM (doses to about 46.1 µM), inactives show at the top dose growth rescue, usual class: activators. actives 0.063% (n = 410,000). AID 1347071; further: potency means the concentration at half of the fitted maximal effect; nearly all actives have a fitted effect of over 55% in size
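Yeast A-beta toxicity model in growth medium with pinned compounds, 48 h at 30 C; growth read as absorbance at 600 nm. Normalized to FeCl3/clioquinol equimolar mix (positive) and DMSO (negative).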
EPAC1 ag = activates human EPAC1 exchange factor; actives 0.073% (n = 360,000); AID 720707; O95398; EPAC1 agonist qHTS, biochemical assay; response scale: 100% = response to 6.5 mM cAMP; Potency, µM (doses to about 154 µM), for the others: top-dose activation, usual class: activators; further: potency means the concentration at half of the fitted maximal effect; nearly all actives have a fitted effect of over 60% in size
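Multi-concentration qHTS readout: loss of Rap1B-bound BODIPY-GDP fluorescence driven by 100 nM EPAC1 with excess GDP (50 uM), monitored kinetically at room temperature; agonist response expressed relative to 6.5 mM cAMP.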
WRN inhibitor = blocks human WRN helicase; Potency, µM (titrated, usually from 114 µM), for inactives: top-dose activity change, negative = inhibition, hits mostly inhibitors; actives 0.46% (n = 360,000); WRN helicase unwinding, fluorescent forked duplex, kinetic; further: potency means the concentration at half of the fitted maximal effect; on the % scale 0 is the no-effect control and ±100 the full control effect; nearly all actives have a fitted effect of over 55% in size
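Screening of the MLSMR collection measured strand separation of a quenched forked DNA duplex (100 nM) by 20 nM WRN with 2 mM ATP, all final. Compounds were preincubated with enzyme 15 min at room temperature.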
* marks the source's active call; other numbers are inactive results; ? = inconclusive; . = no result given; & = joins results of further samples; [ ] = remark or other dose. Unless noted, the call rests on the fitted dose curve; in most records, active means well fitted curve in the direction sought with a large enough effect; inconclusive means small, poorly fitted or top-dose-only effect, or another doubt; inactive means no such curve, though single readings can be large; an effect the other way counts as inactive or inconclusive.

The first 13 entries, ahead of the listing:
Values run as follows: Abeta yeast res | EPAC1 ag | PLK1 PBD block | PI5P4Ka inh | FUS yeast rescue | EPAC1 antag | WRN inhibitor | IL2 activator
- CCCN1CCN(CCNC(=O)Nc2cc(C)ccc2C)CC1
  -21% | -13% | -13% | 2 | -22% | -2% | 10% | 0.0
- CSc1ncccc1C(=O)OCC(=O)NC1CCC(C)CC1 (stereo not given)
  6% | -10% | -1% | 2 | 1% | -2% | 1% | -0.2
- O=S(=O)(Nc1ncccn1)c1ccc(Nc2ncnc3ccccc23)cc1
  16% | 0% | -1% | . | 6% | -1% | -8% | 0.3
- O=C(CSc1ccc(-c2ccccc2)nn1)c1ccccc1
  -17% | 14% | -5% | 3 | . | 6% | -5% | 0.0
- CCOC(=O)N1CCN(S(=O)(=O)CCNC(=O)c2ccc(F)cc2)CC1
  -6% | 11% | -12% | 0 | 8% | -19% | 10% | -4.6
- CCOCC(=O)Nc1ccccc1C(=O)O
  -12% | -4% | -1% | 3 | -8% | -23% | 5% | 0.0
- C#CCNC(=O)C1=C[C@@H](c2coc3ccccc3c2=O)C[C@@H](OCCCCO)O1
  1% | 10% | 3% | -1 | -8% | -7% | -3% | 1.6
- CSc1nnc2ccc(-c3cccs3)nn12
  -16% | 5% | 0% | -7 | -14% | 1% | -7% | -3.1
- CC1(c2nnc(Cc3ccccc3)o2)CC(c2ccc(F)cc2)=NO1 (stereo not given)
  5% | 2% | 5% | -4 | -20% | -6% | 10% | 0.2
- Fc1ccc(Nc2ncnc3sccc23)cc1
  -22% | -2% | -6% | ? | 16% | 10% | -11% | -0.2
- Cc1ccc(CNC(=O)CS(=O)Cc2nc(-c3cccs3)oc2C)cc1 (stereo not given)
  -7% | 15% | ? | ? | 15% | 13% | -3% | -1.1
- O=C(O)c1ccccc1C(=O)Nc1n[nH]c(=S)s1
  7% | -4% | 27µM* | . | 35% | 5% | -15% | -1.0
- O=C(c1ccc(-c2nnc(Nc3cccc(Cl)c3)c3ccccc23)cc1)N1C[C@H]2C[C@H](C1)c1cccc(=O)n1C2
  -7% | -8% | -5%&-4% | -13 | ? | ? | -13% | 0.0

This part in full (from the top)
Values run as follows: Abeta yeast res | EPAC1 ag | PLK1 PBD block | PI5P4Ka inh | FUS yeast rescue | EPAC1 antag | WRN inhibitor | IL2 activator
- CCCN1CCN(CCNC(=O)Nc2cc(C)ccc2C)CC1
  -21% | -13% | -13% | 2 | -22% | -2% | 10% | 0.0
- CSc1ncccc1C(=O)OCC(=O)NC1CCC(C)CC1 (stereo not given)
  6% | -10% | -1% | 2 | 1% | -2% | 1% | -0.2
- O=S(=O)(Nc1ncccn1)c1ccc(Nc2ncnc3ccccc23)cc1
  16% | 0% | -1% | . | 6% | -1% | -8% | 0.3
- O=C(CSc1ccc(-c2ccccc2)nn1)c1ccccc1
  -17% | 14% | -5% | 3 | . | 6% | -5% | 0.0
- CCOC(=O)N1CCN(S(=O)(=O)CCNC(=O)c2ccc(F)cc2)CC1
  -6% | 11% | -12% | 0 | 8% | -19% | 10% | -4.6
- CCOCC(=O)Nc1ccccc1C(=O)O
  -12% | -4% | -1% | 3 | -8% | -23% | 5% | 0.0
- C#CCNC(=O)C1=C[C@@H](c2coc3ccccc3c2=O)C[C@@H](OCCCCO)O1
  1% | 10% | 3% | -1 | -8% | -7% | -3% | 1.6
- CSc1nnc2ccc(-c3cccs3)nn12
  -16% | 5% | 0% | -7 | -14% | 1% | -7% | -3.1
- CC1(c2nnc(Cc3ccccc3)o2)CC(c2ccc(F)cc2)=NO1 (stereo not given)
  5% | 2% | 5% | -4 | -20% | -6% | 10% | 0.2
- Fc1ccc(Nc2ncnc3sccc23)cc1
  -22% | -2% | -6% | ? | 16% | 10% | -11% | -0.2
- Cc1ccc(CNC(=O)CS(=O)Cc2nc(-c3cccs3)oc2C)cc1 (stereo not given)
  -7% | 15% | ? | ? | 15% | 13% | -3% | -1.1
- O=C(O)c1ccccc1C(=O)Nc1n[nH]c(=S)s1
  7% | -4% | 27µM* | . | 35% | 5% | -15% | -1.0
- O=C(c1ccc(-c2nnc(Nc3cccc(Cl)c3)c3ccccc23)cc1)N1C[C@H]2C[C@H](C1)c1cccc(=O)n1C2
  -7% | -8% | -5%&-4% | -13 | ? | ? | -13% | 0.0
- COc1ccc(NC(=S)NCc2ccc(Cl)cc2)c(OC)c1
  -40%[inhibitor] | -3% | -4% | -3 | 25% | -20% | -1% | -0.3
- COc1ccc(C(=O)Nc2nncs2)c(OC)c1
  -23% | 8% | -28% | 1 | -17% | -10% | -1% | 0.4
- Cc1ccc(C(=O)NC2CCCCNC2=O)cc1 (stereo not given)
  7% | -3% | -13% | 2 | 3% | -10% | 3% | 0.4
- CCN1CCN(c2ccc(S(=O)(=O)N3CCCCC3)cc2N)CC1
  -5% | -1% | 3% | 1 | -7% | 13% | 11% | -0.6
- CC(C)Sc1nnc([C@@H]2CCCN2C(=O)OC(C)(C)C)o1
  -8% | -6% | -4% | -2 | -5% | 4% | 0% | -0.1
- O=C1CC(N2CCN(S(=O)(=O)c3ccc(Cl)cc3)CC2)C(=O)N1CCc1ccccc1 (stereo not given)
  -16% | 5% | 3% | . | 37% | 8% | -5% | -2.3
- CCOC(=O)CC(NC(=O)c1ccccc1)c1ccc(OC)cc1 (stereo not given)
  15% | 19% | -3% | -6 | 1% | -9% | -5% | -0.2
- Nc1ccccc1NC1=CC(=O)CC(c2ccco2)C1 (stereo not given)
  -17% | -7% | -3% | -11 | 30% | 1% | -5% | 0.0
- COCc1cc(C)nc(OC)c1C(N)=O
  3% | -2% | -12% | -9 | 19% | -3% | -7% | -2.1
- CSCC[C@H](NC(=O)N1CCn2c1nc1ccccc12)C(=O)NCC1CCCO1 (stereo not given in full)
  -12% | -1% | -5% | -5 | 3% | 5% | -3%[57.1 µM] | -1.6
- Cc1ccc(NC(=O)CN(C)C(=O)COC(=O)COc2ccc(C#N)cc2)cc1
  1% | 7% | -5% | -3 | 5% | -18% | 3% | -0.3
- N/C(Cc1ccc([N+](=O)[O-])cc1)=N\OC(=O)c1ccc([N+](=O)[O-])cc1
  9% | -3% | -10% | -12 | . | 7% | -9% | -2.1
- COc1cccc(NC(=O)CCC2CCN(C(=O)Cc3cccc(F)c3)CC2)c1
  -11% | 5% | -2% | 11 | . | -8% | ? | -2.5
- COc1ccc(Cl)cc1NC(=S)NCCc1ccc(S(N)(=O)=O)cc1
  -5% | 14% | -10% | -7 | 5% | -12% | -2% | 2.3
- O=C(Nc1cc2c3c(c1)CC(=O)N3CCC2)c1ccccc1C(F)(F)F
  11% | -12% | 4% | -6 | 22% | -15% | 9% | -5.7
- Cc1ccsc1C(=O)OC(C)C(=O)NC1CCCCC1C (stereo not given)
  -1% | -1% | -2% | 10 | -12% | ? | -11% | -2.3
- CCC(CC)C(=O)Nc1ccc(S(=O)(=O)Nc2nccs2)cc1
  -9% | 0% | -10% | -6 | -12% | -2% | 8%[57.1 µM] | -0.3

Records listed so far shown as hits in PLK1 PBD block:
| Structure | EPAC1 ag | PLK1 PBD block | PI5P4Ka inh | EPAC1 antag | WRN inhibitor |
| --- | --- | --- | --- | --- | --- |
| O=C(O)c1ccccc1C(=O)Nc1n[nH]c(=S)s1 | -4% | 27µM* | . | 5% | -15% |

Continued:
Values run as follows: Abeta yeast res | EPAC1 ag | PLK1 PBD block | PI5P4Ka inh | FUS yeast rescue | EPAC1 antag | WRN inhibitor | IL2 activator
- COc1ccc(N(CC(=O)NCCC2=CCCCC2)S(C)(=O)=O)cc1OC
  7% | 0% | -12% | . | 7% | 0% | 10% | -3.3
- O=c1[nH]c(NC2CCCCC2)nnc1Cc1ccccc1
  13% | 6% | -12% | 5 | 10% | -18% | -26% | 0.7
- O=C(C1CC1)N1CCN(c2nc3ccccc3s2)CC1
  -12% | 3% | -6% | . | -8% | 14% | 0% | 3.9
- CCN(C(=O)c1cn(C)c(=O)c2cc(OC)c(OC)cc12)c1cc(OC)ccc1OC
  -2% | -1% | 0% | 0 | 16% | 16% | -2% | 2.2
- O=C(N/N=C/c1cccc(Oc2ccccc2)c1)c1cc[n+]([O-])cc1
  -3% | -6% | -14% | -2 | 20% | -2% | 1% | -3.2
- N#C/C(=C\c1ccc(N2CCOCC2)o1)C(=O)NC1CCCCC1
  9% | 25% | 81%[activator] | 0 | 30% | -24% | -2% | 2.4
- CCC(C)[C@H]1CN=C(N)N1CC1CCCCC1 (stereo not given in full)
  -6% | -3% | -9% | -3 | -21% | -5% | 7% | -0.3
- COc1ccc(OCCOC(=O)CCS(=O)(=O)c2ccc(C)cc2)cc1
  -1% | 4% | -2% | -6 | 21% | -4% | 2% | 0.5
- O=c1nc(-c2ccccc2)c2cc(Br)ccc2[nH]1
  -8% | -1% | -8% | -1 | -16% | -9% | -10% | -0.9
- O=C(CN(CC1CCCO1)C(=O)CNS(=O)(=O)c1ccc(F)cc1)NCc1ccco1 (stereo not given)
  -15% | 4% | -14% | 6 | 19% | 1% | 6% | -0.4
- COc1ccc(C(=O)c2c(-c3ccc(OC)cc3)oc3ccc(-c4ccc(OC)nc4)cc23)cc1
  3% | -14% | -6% | -2 | ? | 1% | 4% | -0.3
- O=C(NC1CCC(O)CC1)c1ccc(NS(=O)(=O)c2cccc([N+](=O)[O-])c2)cc1 (stereo not given)
  5% | -4% | 3% | -7 | 17% | -12% | 9% | 0.1
- CC1CCCCC1NC(=O)/C(C#N)=C/c1ccccc1F (stereo not given)
  -50%[inhibitor] | -5% | ? | 2 | -6% | -5% | -14% | -4.4
- COc1ccc(C=O)cc1COc1ccc(C)cc1[N+](=O)[O-]
  7% | 0% | -11% | 2 | 25% | -1% | -2% | 2.6
- Cc1ccc2cc(NC(=O)c3cccc(F)c3)ccc2n1
  -4% | -12% | -4% | -3 | 3% | -24% | -5% | 0.5
- CCC(CC)C(=O)Nc1cccc(S(=O)(=O)c2cccc(NC(=O)C(CC)CC)c2)c1
  4% | -10% | 5% | 6 | -7% | -2% | -6% | -1.6
- O=C(COc1ccccc1)N1CCN(S(=O)(=O)Cc2ccccc2)CC1
  -5% | -10% | 0% | . | -7% | 16% | -1%[57.1 µM] | -0.3
